Screening data: PubChem, several laboratories
IDE cell inh – inhibitors of human insulin-degrading enzyme in cells. HEK cells, FAbetaB cleavage, fluorescence polarization. inhibition, % at 5.59 µM. P14735. AID 434962. actives 0.41% (n = 320,000);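 active = percent inhibition above the average of all tested compounds plus 3 SD, set per screening campaign, cut at about 16% in these data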;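 also: IDE supplied by intact live HEK cells; FP after avidin binding of uncleaved biotin substrate so inhibition keeps polarization high; 0% = DMSO wells and 100% = 60 µM reference IDE inhibitor Ii1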
SUMO HTRF inh – SUMOylation inhibition. actives 0.36% (n = 290,000). inhibition, % at 35 µM. AID 2006. HTRF SUMOylation assay, SAE1/SAE2 + UBC9, in vitro; in the data active = inhibition above about 50%, passing the limit was not always enough; also: strong numbers were not always called active
M18AAP inhibitor – PfM18AAP enzyme inhibition; recombinant PfM18AAP, H-Glu-NHMec fluorogenic cleavage; inhibition, % at 7.35 µM; actives 1.2% (n = 290,000);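 active = inhibition above the campaign mean inhibition over all tested compounds plus 3 SD, cut at about 28% in these data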;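 also: 0% = plate median of test compound wells and 100% = 2 mM ZnCl2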
NALP1 yeast inh – NALP1 inhibition; inhibition, % at 10 µM; actives 0.61% (n = 280,000); S. cerevisiae NALP1/ASC/caspase-1 growth, X-gal OD620, 72 h; in the data active = inhibition mostly above about 24%, no sharp cut-off; inactive = mostly below about 32%; also: some compounds called inactive have numbers as strong as hits
pCIP destab – lowers stability of the mouse p/CIP coactivator protein; Q05BA5; F442A p/CIP-EGFP cells, EGFP fluorescence, 16 h; decrease of EGFP signal, % at 10 µM; actives 0.01% (n = 290,000); AID 1984;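 active = EGFP signal decrease of at least 30% at 10 µM or well 3 SD below plate mean, unless failing retest; inactive = the rest, including hits failing retest or dose response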; also: some compounds called inactive have numbers as strong as hits; many of its hits are not listed in these tables
Target sequence (Q05BA5 1-1403): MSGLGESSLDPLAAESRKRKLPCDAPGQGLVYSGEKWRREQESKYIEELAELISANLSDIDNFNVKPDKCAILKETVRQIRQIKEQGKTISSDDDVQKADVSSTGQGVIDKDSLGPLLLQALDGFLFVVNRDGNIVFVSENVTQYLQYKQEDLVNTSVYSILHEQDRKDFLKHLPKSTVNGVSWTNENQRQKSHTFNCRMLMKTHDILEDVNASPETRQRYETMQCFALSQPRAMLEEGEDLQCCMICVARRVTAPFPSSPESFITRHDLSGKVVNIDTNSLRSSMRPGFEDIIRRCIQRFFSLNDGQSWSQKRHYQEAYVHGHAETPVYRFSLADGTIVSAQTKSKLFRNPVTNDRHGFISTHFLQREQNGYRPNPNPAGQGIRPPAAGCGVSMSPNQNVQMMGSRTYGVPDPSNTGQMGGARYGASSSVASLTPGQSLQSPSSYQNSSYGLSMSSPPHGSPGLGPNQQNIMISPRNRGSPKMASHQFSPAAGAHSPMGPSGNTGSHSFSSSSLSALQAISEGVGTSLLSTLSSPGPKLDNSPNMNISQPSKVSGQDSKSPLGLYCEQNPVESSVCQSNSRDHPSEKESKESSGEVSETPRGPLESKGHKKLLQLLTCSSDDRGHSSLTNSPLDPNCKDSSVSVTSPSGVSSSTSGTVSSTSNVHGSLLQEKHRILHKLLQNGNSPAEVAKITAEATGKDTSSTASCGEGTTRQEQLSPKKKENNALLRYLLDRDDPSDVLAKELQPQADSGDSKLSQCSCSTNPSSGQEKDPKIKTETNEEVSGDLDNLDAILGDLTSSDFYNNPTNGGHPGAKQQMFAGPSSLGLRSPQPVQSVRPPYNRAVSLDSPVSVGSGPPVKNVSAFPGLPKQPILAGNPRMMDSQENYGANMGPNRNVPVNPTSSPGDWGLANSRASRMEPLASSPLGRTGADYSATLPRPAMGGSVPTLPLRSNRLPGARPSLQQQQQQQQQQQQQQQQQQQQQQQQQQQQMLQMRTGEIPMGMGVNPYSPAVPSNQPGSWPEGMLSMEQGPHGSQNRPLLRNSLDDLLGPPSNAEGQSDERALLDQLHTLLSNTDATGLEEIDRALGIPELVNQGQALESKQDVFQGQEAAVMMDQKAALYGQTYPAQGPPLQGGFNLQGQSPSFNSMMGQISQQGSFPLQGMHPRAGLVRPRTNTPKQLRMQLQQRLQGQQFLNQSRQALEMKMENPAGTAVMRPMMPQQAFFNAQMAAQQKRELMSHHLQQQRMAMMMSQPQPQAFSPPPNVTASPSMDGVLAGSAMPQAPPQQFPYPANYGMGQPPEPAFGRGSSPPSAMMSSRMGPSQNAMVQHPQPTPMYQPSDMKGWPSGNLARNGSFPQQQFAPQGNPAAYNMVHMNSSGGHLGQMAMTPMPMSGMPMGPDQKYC
MEKK3 PB1 HTS – modulators (inhibitors or enhancers) of MEK5 binding to human MEKK3 PB1 domain. Q99759. bead-based flow cytometry, Alexa488-MEK5 binding to MEKK3; actives lie on both sides; 0 = blocked by unlabeled MEK5, 100 = vehicle. binding response (% of control), % at 10 µM. actives 1.4% (n = 290,000). AID 1529;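 active = binding response more than 3 SD above or below the average of its plate-row segment, actives on both sides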;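 also: Alexa488 bead fluorescence after subtracting the streptavidin-only scavenger bead signal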
MEKK2 WT-MEK5 – raises or lowers MEK5 binding to wildtype human MEKK2 PB1 domain | actives 1.1% (n = 290,000) | bead flow cytometry, Alexa488-MEK5 binding to MEKK2 WT; actives lie on both sides | binding response (% of control), % at 10 µM; in the data active = binding response below about 67% or above about 130%
IDE act – activators of human insulin-degrading enzyme in cells; HEK cells, FAbeta-B cleavage, fluorescence polarization; 0% vehicle, 100% cell-free pure enzyme wells; actives 0.073% (n = 340,000); P14735; AID 493087; activation, % at 5.96 µM;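 active = activation above the mean of all tested compounds plus 3 SD, set per screening campaign, cut at about 17% in these data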
MEKK2mut PB1 HTS – signal of MEK5 binding to mutant human MEKK2 PB1 domain; bead flow cytometry, Alexa488-MEK5 binding to MEKK2 mutant; percent response, % at 10 µM; actives 0.35% (n = 290,000); AID 1530; in the data active = percent response above about 24%, passing the limit was not always enough; also: inactives centre near 1; some results filed as inactive read as strong as hits; reference of the scale not given here
Active calls of the source: *; x = not tested or not shown; [ ] = dose if it differs, or a comment. These rows are one share of the data (hit frequency here may not be typical).

no.	Compound	IDE cell inh	SUMO HTRF inh	M18AAP inhibitor	NALP1 yeast inh	pCIP destab	MEKK3 PB1 HTS	MEKK2 WT-MEK5	IDE act	MEKK2mut PB1 HTS
1	Cc1ccc(/C=C/C2=NN(C)C(=O)CC2)cc1	5	15	-3	5	-4	111	101	2	3
2	CS(=O)(=O)N(Cc1ccccc1)c1ccccn1	2	15	-5	9	-18	108	100	8	0
3	CC1CN(S(=O)(=O)c2ccc(Cl)c(C(F)(F)F)c2)CC(C)O1 (stereo not drawn)	0	3	-5	33	-17	100	103	7	6
4	COc1ccc2oc(C(=O)OCC(=O)NCCN3C(=O)CSC3=O)c(C)c2c1	9	11	0	28	2	98	116	1	14
5	CCN(Cc1ccccc1)C(=O)c1ccc(Cl)cc1[N+](=O)[O-]	-7	9	-6	0	15	99	96	-3	4
6	O=C(O)C1CCC(=O)N1Cc1ccc(F)cc1 (stereo not drawn)	-2	13	-4	2	-8	105	104	-1	5
7	CN1CCN(c2ccc(CNC(=O)c3ccco3)cc2)CC1	3	30	-9	8	2	99	102	6	0
8	O=C(c1nnc(-c2ccncc2)o1)c1ccccc1Cl	-5	8	-4	25	-5	102	98	4	0
9	CCOC(=O)c1c(-c2ccc(C)cc2)csc1NC(=O)C1CCCO1 (stereo not drawn)	3	-15	1	30	1	105	102	-2	-1
10	CS(=O)(=O)N1CCC(C(=O)Nc2cccc(Cl)c2)CC1	-7	13	3	5	-31	95	92	0	-43
11	Cc1ccc(OCC(=O)Nc2cc(-c3nn4c(C)nnc4s3)ccc2C)cc1	5	13	0	17	-9	101	98	-7	-4
12	COc1ccccc1NC(=S)NC1CCC(CC2CCC(NC(=S)Nc3ccccc3OC)CC2)CC1 (stereo not drawn)	1	-20	-3	-4	6	100	99	6	4
13	COc1cc(C(=O)Nc2ccccc2C2COC(=O)C2=N)cc(OC)c1OC (stereo not drawn)	6	14	5	21	-1	113	115	3	0
14	CC(C)CC(=O)Nc1nnc(CSCc2ccc(F)cc2)s1	-6	8	5	-24	-6	105	102	2	0
15	COCCNC(=O)CN1C(=O)NC2(CCCCCC2)C1=O	6	-5	9	10	-9	119	108	2	4
16	C=CCNC(=O)COC(=O)C1CCN(S(=O)(=O)c2ccc3c(c2)OCCO3)CC1	1	18	0	10	-16	94	99	-6	1
17	NS(=O)(=O)c1ccc(NC(=S)NC2CCCCC2)cc1	3	-12	43*	-51	-8	106	100	0	0
18	COc1ccc(CCNC(=O)CCCn2c(SCC#N)nc3ccccc3c2=O)cc1OC	0	21	0	-3	-9	76	86	1	-16
19	COCCCN1C(=O)c2ccc(C(=O)NCCc3ccccc3)cc2C1=O	0	12	-2	26	3	99	98	1	-4
20	Cc1ccc(OC(=O)c2ccc(Cl)c([N+](=O)[O-])c2)cn1	-1	-3	6	16	-11	106	110	0	11
21	COc1ccc(C(=O)N2CCN(S(=O)(=O)c3ccc(Cl)cc3)CC2)cc1OC	-1	5	-2	2	-3	100	99	1	-1
22	COC(=O)c1ccc(CSc2nnc(CNC(=O)c3ccc(OC)cc3)o2)o1	0	16	11	18	1	105	102	-1	1
23	O=C(NCCCc1ccccc1)C1CCC(=O)N(Cc2ccc(Cl)cc2)C1 (stereo not drawn)	10	7	2	6	-9	96	98	-8	-4
24	CCCn1nnnc1SCC(=O)Nc1nnc(CC)s1	-4	7	1	21	-16	99	98	7	1
25	Cc1cc2cc(CNC(=O)C3CC3)ccc2n1C	-1	19	1	4	-5	102	98	5	-3
26	Cc1cc(C)c(NC(=O)NC2CCCCC2)c(C)c1	2	1	4	14	-2	97	97	10	-6
27	Nc1nc(NCCOCCO)nc(NCc2ccccc2)c1[N+](=O)[O-]	x	-4	2	0	12	93	93	0	-13
28	COc1ccc(CC(=O)NNC(=O)CCc2ccccc2)cc1OC	-3	16	-9	18	9	100	100	7	-3
29	COc1ccc(-c2cc(C(=O)Nc3ccc(C)c(N)c3)c3ccccc3n2)cc1	1	-25	5	8	-14	105	107	2	3
30	CC1CN(C(=O)Nc2ccc(Br)cc2Cl)CC(C)O1 (stereo not drawn)	2	14	-17	5	-12	102	104	6	0
31	COC(=O)c1sccc1NC(=O)Nc1ccc(C)cc1C	0	1	0	-6	4	105	99	1	0
32	CC(=O)[C@@H]1[C@@H](C(=O)c2ccc(F)cc2)[C@]2(C(=O)Nc3ccccc32)[C@H]2C=Cc3cc(F)ccc3N12	-2	26	5	x	-19	120	103	5	16
33	O=C(CCCn1c(=S)[nH]c2ccc(Br)cc2c1=O)NCc1ccccn1	5	7	21	3	6	100	100	6	0
34	COc1cccc(NC(=O)CN2CCN(c3nc(-c4cccc(OC)c4)cs3)CC2)c1	11	-5	5	15	-5	101	102	0	-4
35	COCCCNC(=O)Cn1cc(/C=C(\C#N)C(=O)NC2CC2)c2ccccc21	0	2	4	5	1	99	97	6	1
36	CC(Sc1nc(N2CCOCC2)c2c(c1C#N)CC(C)(C)OC2)C(=O)Nc1ccccc1 (stereo not drawn)	x	-14	-8	-9	5	101	95	1	0
37	COc1ccc(-c2c(C#Cc3ccsc3)c3ccccc3n2C)cc1	1	35	6	8	-6	95	85	-6	-5
38	Cc1nc2cc(F)ccc2n1C1CCN(C(=O)c2ccc(F)cc2F)CC1	-5	-6	-7	1	-2	98	88	5	-9
39	Cc1cc(C)cc(NC(=O)C2CCC(CNC(=O)[C@@H]3Cc4ccccc4CN3)CC2)c1 (stereo partly drawn)	2	32	5	11	-5	98	100	6	1
40	CN(CC(=O)N1CCN(c2cccc(Cl)c2)CC1)S(=O)(=O)c1cnc[nH]1	4	4	-11	26	2	83	85	2	-4
41	COc1cc(O)c(C(CCN2CCCC2)c2ccc(N(C)C)cc2)c(OC)c1 (stereo not drawn)	3	-18	x	10	-3	119	153*	5	8
42	CC(C)COC(=O)Cn1cnc2ccc(Br)cc2c1=O	2	-1	-1	1	-6	x	x	4	x
43	CCOC(=O)c1sc(NC(=O)CC)c(C#N)c1C	5	5	-1	10	12	97	97	5	-1
44	Cc1noc(C)c1CSc1nc2cc(S(=O)(=O)N3CCOCC3)ccc2o1	0	30	4	14	4	108	109	2	6
45	O=C1CC(c2ccccc2F)C2=C(COC2=O)N1 (stereo not drawn)	1	-8	-9	23	-4	103	103	x	-1
46	O/N=C\c1cccn1-c1ccc(Br)cc1	-4	10	6	12	5	104	105	4	3
47	O=C(OCC(=O)N(C1CCCCC1)C1CCCCC1)c1ccc(O)cc1	0	-28	-3	26	-4	95	99	2	-2
48	COc1ccc(S(=O)(=O)N2CCC(C(=O)NCCC(=O)Nc3cccc(OC)c3)CC2)cc1	-2	6	-10	-1	-10	103	107	1	1
49	Cc1cc(C)n(CC(=O)NNC(=O)CCCOc2ccc(Cl)c(C)c2)n1	-5	20	-12	10	0	105	104	5	5
50	Cc1[nH]c2ccccc2c1C(=O)CN1CCN(C/C=C/c2ccccc2)CC1	16	-11	1	-6	7	102	120	-4	5

Later entries.
no.	Compound	IDE cell inh	SUMO HTRF inh	M18AAP inhibitor	NALP1 yeast inh	pCIP destab	MEKK3 PB1 HTS	MEKK2 WT-MEK5	IDE act	MEKK2mut PB1 HTS
51	COc1ccc(C(=O)CCN2CCc3cc(OC)c(OC)cc3C2)cc1	1	-6	-4	11	2	1.0*[inhibitor]	1.0*[inhibitor]	-2	-47
52	O=C(COc1ccc([N+](=O)[O-])cc1)NNC(=O)Nc1ccccc1F	5	14	13	-2	-12	107	106	6	9
53	COc1ccc(N=c2cc(-c3ccc(OC)cc3)oc3ccccc23)cc1	-3	-10	8	47	4	116	115	6	0
54	COc1ccc(C(=O)NCc2cccnc2)cc1S(=O)(=O)N1CCOCC1	0	4	1	-7	-15	97	97	2	0
55	COc1ccc(Cl)cc1-c1n[nH]c(=S)n1Cc1ccccc1	-5	1	16	-7	-2	106	110	-13	8
56	Cc1ccc(Nc2nc(N)nc(CN3CCc4ccccc4C3)n2)cc1	3	5	0	23	-2	100	102	2	-1
57	CC(=O)OCC[C@H](NS(=O)(=O)OCC(Cl)(Cl)Cl)c1ccccc1	-2	-4	-9	-10	-5	109	106	-7	2
58	CCNc1nc(-c2cc(C)n(Cc3ccco3)c2C)cs1	5	56*	10	10	5	79	-21*	-4	-29
59	O=C(c1cc2cc(Cl)cc(Cl)c2oc1=O)N1CCOCC1	9	16	-10	16	5	86	93	0	1
60	Clc1cccc(N/N=C/c2ccc(N3CCOCC3)cc2)c1	-4	0	8	-1	-16	96	97	3	-5

Structures listed so far printed as active in MEKK3 PB1 HTS.
no.	Compound	IDE cell inh	SUMO HTRF inh	M18AAP inhibitor	NALP1 yeast inh	pCIP destab	MEKK3 PB1 HTS	MEKK2 WT-MEK5	IDE act	MEKK2mut PB1 HTS
51	COc1ccc(C(=O)CCN2CCc3cc(OC)c(OC)cc3C2)cc1	1	-6	-4	11	2	1.0*[inhibitor]	1.0*[inhibitor]	-2	-47

Going on with the list:
no.	Compound	IDE cell inh	SUMO HTRF inh	M18AAP inhibitor	NALP1 yeast inh	pCIP destab	MEKK3 PB1 HTS	MEKK2 WT-MEK5	IDE act	MEKK2mut PB1 HTS
61	COc1ccc(CSc2nnc(C)s2)cc1F	6	-20	-3	-3	2	96	98	-1	-3
62	COc1ccc(-n2nnnc2SCC(=O)Nc2cccc(NC(C)=O)c2)cc1OC	-1	24	-7	25	2	93	93	4	-6
63	N/C(=N\OC(=O)c1cccc(Br)c1)c1ccc([N+](=O)[O-])cc1	-1	7	-7	-9	-1	106	109	2	6
64	CCCC(=O)NC(c1ccc(Cl)cc1Cl)c1ccc2cccnc2c1O (stereo not drawn)	7	91*	2	-3	-12	114	110	-7	22

Sorted by count of non-hydrogen atoms (low to high): part of the list above.
no.	Compound	IDE cell inh	SUMO HTRF inh	M18AAP inhibitor	NALP1 yeast inh	pCIP destab	MEKK3 PB1 HTS	MEKK2 WT-MEK5	IDE act	MEKK2mut PB1 HTS
61	COc1ccc(CSc2nnc(C)s2)cc1F	6	-20	-3	-3	2	96	98	-1	-3
59	O=C(c1cc2cc(Cl)cc(Cl)c2oc1=O)N1CCOCC1	9	16	-10	16	5	86	93	0	1
55	COc1ccc(Cl)cc1-c1n[nH]c(=S)n1Cc1ccccc1	-5	1	16	-7	-2	106	110	-13	8
57	CC(=O)OCC[C@H](NS(=O)(=O)OCC(Cl)(Cl)Cl)c1ccccc1	-2	-4	-9	-10	-5	109	106	-7	2
52	O=C(COc1ccc([N+](=O)[O-])cc1)NNC(=O)Nc1ccccc1F	5	14	13	-2	-12	107	106	6	9
64	CCCC(=O)NC(c1ccc(Cl)cc1Cl)c1ccc2cccnc2c1O (stereo not drawn)	7	91*	2	-3	-12	114	110	-7	22
54	COc1ccc(C(=O)NCc2cccnc2)cc1S(=O)(=O)N1CCOCC1	0	4	1	-7	-15	97	97	2	0
50	Cc1[nH]c2ccccc2c1C(=O)CN1CCN(C/C=C/c2ccccc2)CC1	16	-11	1	-6	7	102	120	-4	5
62	COc1ccc(-n2nnnc2SCC(=O)Nc2cccc(NC(C)=O)c2)cc1OC	-1	24	-7	25	2	93	93	4	-6
